High-throughput results: PubChem, National Center for Advancing Translational Sciences (NCATS)
Lipid storage S3 = qHTS Assay for Lipid Storage Modulators in Drosophila S3 Cells; lipid storage change, negative = inhibition, % at the top dose, mostly 46.1 µM; hits show Potency in µM; Drosophila S3 cells, BODIPY lipid droplet fluorescence, 18-24 h; cells fed with added oleic acid; hit rate 0.64% among 320,000; active means well fitted inhibition curve with a large enough effect in the signal ratio, with a control signal flat, not every such curve was filed as active; inconclusive means small, poorly fitted or top-dose-only effect, or effect the other way, or a change in a side signal; the % refers to the signal ratio
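Drosophila S3 cells got compounds at several concentrations plus oleic acid (400 uM solution). Laser-scanning cytometry with 488 nm excitation read lipid droplets at 500-530 nm and cells at 575-640 nm. Percent activity was relative to 20 uM Triacsin C.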
Lipid storage S3 cell count max = also measured in Lipid storage S3; calls as there; cell number change, %; measured here: cell count max response;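 cells counted by Cell Tracker Red CMTPX staining in the red channel; peak over a dose series mostly up to 46.1 µM; percent activity relative to internal control wells on each plate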
Numbers without * were called inactive; i = inactive; ? = inconclusive; / = no result given. On the % scale 0 is the no-effect control and ±100 the full control effect; potency means the concentration at half of the fitted maximal effect.

mol	Lipid storage S3 cell count max	Lipid storage S3
CCOC(=O)c1ccc(NC(=O)CSc2nnc(COc3ccccc3OC)n2C)cc1	/	?
Cc1ccc(-c2csc3ncn(CC(=O)OC(C)C)c(=O)c23)cc1	0	8%
CCOC(=O)C1CCN(c2ncnc3c2oc2ccccc23)CC1	5	15%
CCOc1ccc(C2C(C(=O)c3ccco3)=C(O)C(=O)N2CCN2CCOCC2)cc1OCC (stereo not given)	13	i
Cc1ccccc1-c1cc(C(=O)N/N=C/c2cccnc2)c2ccccc2n1	7	i
Cc1ccc(C2C3=C(CCCC3=O)Nc3c2c(C)nn3-c2ccccn2)o1 (stereo not given)	/	?
CC1=NNC(=O)C1CC(=O)N/N=C/c1sccc1C (stereo not given)	6	9%
CSCCC(NC(=O)COc1ccccc1)C(=O)NC1CCC(C)CC1 (stereo not given)	/	?
O=C(N/N=C/c1cn(-c2ccccc2)nc1-c1cc2ccccc2o1)c1cccnc1	/	?
Cc1cc(C)n(CCCNC(=O)c2ccc(S(=O)(=O)NCc3ccco3)cc2)n1	/	?
Cc1ccc(C(C)C)c(OCC(=O)NNC(=O)C(C(C)C)N2C(=O)c3ccccc3C2=O)c1 (stereo not given)	-21*	16µM*
Cc1ccc(C(=O)NCC(=O)OCc2nnc(-c3ccccc3)o2)cc1	/	?
CCOc1ccc(S(=O)(=O)N2CCCCC2)cc1NC(=O)Cc1ccccc1	-8	12%
CCOc1ccc(-n2c(O)cc(=O)[nH]c2=O)cc1	14	0%
COC(=O)c1sccc1-c1ccc(/C=N/OC(=O)c2ccccc2)o1	20	-11%
CCOC(=O)Cc1cc(-c2ccc(O)cc2)nc2ccc3ccccc3c12	/	?
COc1ccc(/C=C/C(=O)NCCCc2ccccc2)cc1	4	i
CC(C)(C)c1ccc(OCC(=O)NNC(=O)C2CCCO2)cc1 (stereo not given)	11	-10%
Cc1ccc2cccc(SCC(=O)NCc3ccco3)c2n1	/	?
Cc1ccc(N=Nc2ccc(O)c3ncccc23)cc1C	/	8%

Shown with two lines to a compound: entries from further up
The line under a structure holds: Lipid storage S3 cell count max | Lipid storage S3
- Cc1ccc(-c2csc3ncn(CC(=O)OC(C)C)c(=O)c23)cc1
→ 0 | 8%
- CSCCC(NC(=O)COc1ccccc1)C(=O)NC1CCC(C)CC1 (stereo not given)
→ / | ?
- COc1ccc(/C=C/C(=O)NCCCc2ccccc2)cc1
→ 4 | i
- CCOc1ccc(C2C(C(=O)c3ccco3)=C(O)C(=O)N2CCN2CCOCC2)cc1OCC (stereo not given)
→ 13 | i
- CCOC(=O)c1ccc(NC(=O)CSc2nnc(COc3ccccc3OC)n2C)cc1
→ / | ?
- Cc1ccc2cccc(SCC(=O)NCc3ccco3)c2n1
→ / | ?

Going on with the list:
mol	Lipid storage S3 cell count max	Lipid storage S3
COc1ccc(Cc2nc(C(=O)Nc3ccc(Cl)cc3)cs2)cc1	/	?
CCC(=O)NC(=S)Nc1cccc(NC(=O)c2ccccc2C)c1	/	?
C=CCn1c(SCC(=O)Nc2cc(C)nn2-c2ccccc2)nnc1C1CCCCC1	/	?
CSCC(=O)N1CCCC(CO)(Cc2ccccc2C)C1 (stereo not given)	1	8%
Cc1ccc(NC(=O)CC(N)=S)cc1	/	?
CC1CCCCC1NC(=O)COC(=O)c1ccc(S(=O)(=O)N2CCOCC2)cc1 (stereo not given)	-8	-8%
CCn1c(C)nc([N+](=O)[O-])c1C(=O)O	7	3%
Nc1ccc2nc(-c3cccnc3)[nH]c2c1	6	5%
CC1CCN(C(=O)C2CCN(S(=O)(=O)c3ccc(-n4cnnn4)cc3)CC2)CC1	/	?
COCCNc1nc(Cl)c(C#N)s1	/	?
CCn1c(SCC(=O)NCCc2ccc(F)cc2)nnc1-c1cccs1	-17	-23%
O=S(=O)(c1ccc2c(c1)oc1ccccc12)N1CCOCC1	/	i
CCOc1cc(N2CCOCC2)c(OCC)cc1NC(=O)c1ccc2ncsc2c1	/	?
CCOC(=O)CSc1nc2cc3c(cc2cc1C#N)OCCO3	-3	-5%
CN(C(=O)Nc1ccc(Cl)cc1)n1cnc2ccccc2c1=O	13	1%
CC(Oc1ccc2ccc(=O)oc2c1)C(=O)NCCCn1ccnc1 (stereo not given)	/	?
Cc1nn(-c2ccccc2)c(Cl)c1C(=O)Nc1ccc(N2CCOCC2)cc1	/	?
CCOC(=O)c1c(-c2ccccc2)csc1NC(=O)/C(C#N)=C/c1ccc(O)c(OC)c1	/	?
COc1ccc(CCNC(=O)c2cnc3n(c2=O)CCS3)cc1OC	4	8%
CCOc1cc(/C=N/Nc2cccc(C(=O)O)c2)ccc1OC(=O)c1ccccc1	/	?
Cc1ccc2[nH]c(=O)c(CN(CCN3CCOCC3)C(=O)Nc3ccc(F)cc3)cc2c1	/	?
CN1/C(=C/C(=S)NC(=O)C2(C)CC2(Cl)Cl)C(C)(C)c2ccccc21 (stereo not given)	/	?
Cc1ccc(S(=O)(=O)N(C)c2ccc(OCC(=O)Nc3cccc(-n4cnnn4)c3C)cc2)cc1	/	?
COc1cc(OC)cc(C(=O)N[C@H](C(=O)NCc2cccs2)C(C)C)c1	24	-14%
CC(/C=C/c1ccccc1)=N/O	/	?
O=C(N/N=C/c1ccc(Cl)c([N+](=O)[O-])c1)c1cc(-c2ccc3c4c(cccc24)CC3)n[nH]1	/	?
Cc1c(/C=N/NC(N)=O)c2ccccn2c1C(=O)c1ccncc1	-8	-19%
O=c1c2ccccc2c(=O)n2n1Cc1ccccc1C2	/	?
CC1(C)CC2CC(C)(CN2S(=O)(=O)c2cccc(C(=O)OCC(=O)NC(N)=O)c2)C1 (stereo not given)	/	?
Nc1nc(-c2ccc(Br)cc2)cs1	/	?
O=C1NC(Cc2ccccc2)c2nc3ccc(Cl)cc3c(=O)n2-c2ccc(Cl)cc21 (stereo not given)	/	?
C/C(=N\NC(=O)c1ccccc1OCCOc1ccccc1)c1ccccc1F	/	?
COc1ccc(CNC(=O)COc2ccc(S(=O)(=O)N3CCCCC3)cc2)cc1	/	-30%
COc1ccc(CCNC(=O)CN2C(=O)c3ccccc3S2(=O)=O)cc1OC	-28*	23µM*
CCOC(=O)Cn1c(-c2cccnc2Cl)nc2ccccc21	/	?
Cc1cc(NC(=O)CSc2nc3[nH]c(=O)cc(O)c3s2)ccc1Br	/	?
CSc1ccc(S(=O)(=O)NCC(=O)OCC(=O)N2CCCCC2C)cc1[N+](=O)[O-] (stereo not given)	/	?
O=[N+]([O-])c1cccc(/C=N/N2CCN(Cc3ccc(Cl)cc3)CC2)c1	/	?
CCN(CC)S(=O)(=O)c1ccc(OCC(=O)NC(=O)Cc2ccccc2)c([N+](=O)[O-])c1	/	?
CCOC(=O)C1=C(COC(=O)c2cc(Br)c(Br)s2)NC(=O)NC1C (stereo not given)	/	i

One compound at a time, as listed above.
C/C(=N\NC(=O)c1ccccc1OCCOc1ccccc1)c1ccccc1F as listed: Lipid storage S3 cell count max = /; Lipid storage S3 = ?
CC1(C)CC2CC(C)(CN2S(=O)(=O)c2cccc(C(=O)OCC(=O)NC(N)=O)c2)C1 (stereo not given) as listed: Lipid storage S3 cell count max = /; Lipid storage S3 = ?

Next structures.
mol	Lipid storage S3 cell count max	Lipid storage S3
COc1ccc(C(=O)CCC(=O)Nc2cccnc2)cc1	/	i
Cn1c(SCC(=O)NCCc2ccccc2)nc2c([nH]c3ccccc32)c1=O	/	?
CC(=O)N(c1cccc(Br)c1)c1nc(C)cc(C)c1C#N	/	-2%
CN(c1ccccc1)S(=O)(=O)c1cccc(NC(=O)Nc2ccc(Cl)cc2C#N)c1	/	?
CCOC(=O)CSc1ccc(C(=O)NCCN2CCOCC2)cc1[N+](=O)[O-]	-8	-6%
CC(c1ccccc1)C1CC(=O)N(Cc2ccccc2)C1=O (stereo not given)	1	-1%
Cc1ccc(NC(=S)Nc2ccc3[nH]c(=O)[nH]c3c2)cc1	9	5%
O=[N+]([O-])c1cnccc1Nc1ccc(Cl)cc1	9	5%
NNC(=O)/C=C/c1ccc(Cl)cc1Cl	/	?
O=C(Cn1cnc2ccccc2c1=O)Nc1cccc(-c2nnc3n2CCCCC3)c1	/	?
Cc1ccc(/C=N/NC(=O)c2nnn(-c3nonc3N)c2CSc2ccc(Cl)cc2)o1	/	?
COc1cc(/C=N/Nc2nc(Nc3ccccc3)nc(-n3nc(C)cc3C)n2)cc(OC)c1OC	/	?
CCc1ccc2oc(C(=O)Nc3ccc(S(N)(=O)=O)cc3)c(C)c2c1	/	?
COc1cccc(N2CCN(S(=O)(=O)c3cccc4cccnc34)CC2)c1	/	?
Cc1cc(C)n(C(=O)CCCn2nc(C)c([N+](=O)[O-])c2C)n1	/	?
CCCCCCc1cc2cc(-c3nnc(-c4cc(OC)c(OC)c(OC)c4)o3)c(=O)oc2cc1O	-14	-10%
CCC(C)(C)NC(=O)C(c1ccc(OC)cc1)N(CC1CCCO1)C(=O)CCC(=O)Nc1cc(C)on1 (stereo not given)	/	?
COC(=O)c1ccccc1NC(=S)N1CCN(C2CCCCC2)CC1	-2	1%
CN(Cc1ccccc1)C(=O)CN(C)S(=O)(=O)c1ccc(F)cc1	13	7%
CCOc1ccc(NC(=O)N2CCN(CC)CC2)cc1	/	?
COc1cccc(CNC(=O)C2CCN(S(=O)(=O)c3ccc(-n4cnnn4)cc3)CC2)c1	15	i
C/C(=N\NC(=O)c1csc(C)c1C)c1ccco1	-5	4%
Cc1ccc(-c2cc(C(F)F)n3ncc(C(=O)N4CCc5ccccc5C4)c3n2)cc1	4	8%
COc1cc([N+](=O)[O-])ccc1-c1ccc(/C=N\n2cnnc2)o1	/	?
CCCNC(=O)c1cn(CC)c2cc(N3CCN(C(=O)c4ccco4)CC3)c(F)cc2c1=O	-24*	16µM*
O=C(Nc1ccc(F)c(F)c1)c1ccc(-n2cncn2)c([N+](=O)[O-])c1	/	?
CC(=O)N1N=C(c2ccc(Cl)cc2)OC12CCCC2	8	0%
Cn1c(SCc2nc3ccccc3[nH]2)nnc1-c1cnccn1	/	?
O=[N+]([O-])c1ccc(OCCN2CCCCCC2)cc1	2	7%
O=C(NCCN1CCOCC1)C(=O)NCC1OCCN1S(=O)(=O)c1ccc(F)cc1 (stereo not given)	/	-12%
CC(=O)c1cc2c(cc1NC(=O)C1CC=CCC1C(=O)O)OCO2 (stereo not given)	-2	30%
CCCCNC(=O)C(Cc1ccccc1)NS(=O)(=O)c1ccc2c(c1)c(=O)n(C)c(=O)n2C (stereo not given)	10	-2%
C=CCn1c(Cc2c[nH]c3ccccc23)n[nH]c1=S	13	15%
N#Cc1ccc(COc2cccc3cccnc23)cc1	-22	i
COC(=O)C(Cc1ccccc1)NC(=O)c1cc(=O)[nH]c2ccccc12 (stereo not given)	/	?
COc1ccc(Cl)cc1NC(=O)COC(=O)C1COc2ccccc2O1 (stereo not given)	2	98%
CCCCOc1ccc(C(=O)Nc2cc(C)c(OCC(=O)N3CCOCC3)c(C)c2)cc1	-2	0%
COc1ccc(S(=O)(=O)NC(CC(=O)NC2CCCC2)c2ccco2)cc1 (stereo not given)	-17	-7%
CCCNC(=O)NC(=O)COc1ccc(-c2ccc(C#N)cc2)cc1	2	5%
CCOC(=O)CSc1nc(C)c(Oc2ccc(Cl)cc2Cl)c(=O)[nH]1	/	?
COc1ccc(NC(=O)c2cccc(OC(=S)N3CCOCC3)c2)cc1	19	3%
CCOc1cccc(-c2nnc3sc(COc4ccccc4)nn23)c1	-5	15%
Cc1ccc(CSc2n[nH]c(N)n2)cc1	-1	-1%
O=C(NC1CCCCC1)C(c1cccnc1)N(C(=O)CCl)c1cccc(Cl)c1 (stereo not given)	/	?
Cc1cc[n+](-c2[nH]c(=O)sc2/C=N/N=C(\[O-])CCn2c3ccccc3c3ccccc32)cc1	13	1%
Cc1cccnc1NC(=O)c1cccc(S(=O)(=O)NCc2ccccc2)c1	/	?
Cn1c2ccccc2c(=O)c2cc(C#Cc3ccccn3)ccc21	-14	i
CC(C)(C)OC(=O)n1cc(C(=O)c2ccccc2O)cn1	/	?
O=Cc1c(N2CCN(c3ccccc3)CC2)nc2ccccn2c1=O	2	4%
Cn1cnnc1SCc1ccccc1Br	/	6%
Cc1ccc(NC(=O)C2C(=O)N(C)c3ccccc32)cc1 (stereo not given)	/	?
CC(C)(C)c1ccc(C(=O)NCCn2c(N)c(C#N)c3nc4ccccc4nc32)cc1	/	?
CC(Oc1ccc(F)cc1)c1nnc(SCC(=O)N(c2ccccc2)C2CCS(=O)(=O)C2)o1 (stereo not given)	/	?
Cc1ccc(N2CCN(C(=O)CCc3nc4ccccc4[nH]3)CC2)c(C)c1	/	?
Cc1ccc(C2C(C#N)=C(N)N(c3cccnc3)C3=C2C(=O)CCC3)c(C)c1 (stereo not given)	/	?

A portion of the library; rates above refer to the full screens.
